# OXTR potentiator: human OXTR potentiators, primary screen, fluorescence, CHO-OTR cells, Fluo-8 calcium; hit rate 0.061% among 320,000; activation, % at 3 µM; Fluo-8 calcium fluorescence, potentiator mode; 0% = oxytocin EC15, 100% = EC100; AID 2445, 2010;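 active = activation above that plate's cutoff, the mean activation of tested compounds plus 3 SD, cut at about 6.6% in these data, passing the limit was not always enough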;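 also: 100% uses oxytocin at 75 nM as the full agonist control; some results filed as inactive read as strong as hits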
#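 Assay system: CHO cell line stably expressing human OTR. Reagent: EC15 oxytocin agonist. Dosing: single dose, 3.0 µM nominal final compound concentration. Timing: compound 6 min at room temperature before oxytocin, 100 s read. Signal: kinetic Fluo-8 calcium fluorescence. Controls: oxytocin EC15 low and EC100 high.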
# M1 ag parental: counter-screen for M1 agonists: effect in parental CHO-K1 cells. hit rate 0.48% among 360,000. activation, % at 3 µM. Fluo-8 calcium fluorescence; scaled to maximal ATP response, vehicle zero; in the data active = activation above about 15%;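 also: untransfected CHO-K1 host cells lacking M1 receptor as counterscreen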
# GPR7 antagonist: GPR7 receptor antagonists, primary screen, cell-based, fluorescence, single concentration; GPR7-expressing cells, fluorescence antagonist assay; inhibition, % at 4.4 µM; hit rate 1.1% among 290,000; AID 1861, 2009; in the data active = inhibition above about 16%, passing the limit was not always enough;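 also: cells stimulated with the agonist NPW; 0% = agonist with vehicle and 100% = vehicle without agonist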
# Target sequence (P48145 whole entry, looked up): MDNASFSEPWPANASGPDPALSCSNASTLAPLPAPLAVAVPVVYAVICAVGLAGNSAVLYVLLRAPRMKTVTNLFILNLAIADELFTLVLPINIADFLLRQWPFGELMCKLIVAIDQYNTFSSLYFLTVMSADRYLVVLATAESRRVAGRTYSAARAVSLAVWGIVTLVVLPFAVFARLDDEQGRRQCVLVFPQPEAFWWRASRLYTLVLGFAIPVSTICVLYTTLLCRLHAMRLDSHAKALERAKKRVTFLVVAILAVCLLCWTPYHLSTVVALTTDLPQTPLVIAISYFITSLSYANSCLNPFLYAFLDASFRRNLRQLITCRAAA
# CHO-K1 Ca antag: nonselective inhibitor or artifact in parental CHO-K1 cells; ATP-induced calcium, Fluo-8 fluorescence; hit rate 0.6% among 360,000; AID 602250; inhibition, % at 3 µM;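 active = inhibition above a per-plate cutoff, the plate's mean sample inhibition plus 3 SD, cut at about 24% in these data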;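 also: 0% = DMSO plus EC80 ATP and 100% = DMSO alone without ATP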
# TAAR1 antagonist: human TAAR1 antagonists, primary screen, Fluo-8 calcium fluorescence, CHO RD-HGA16 cells. antagonist. inhibition, % at 3 µM. hit rate 1.5% among 360,000. AID 624466, 2012;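 active = inhibition above a per-plate cutoff, the mean inhibition of test compounds on that plate plus 3 SD, cut at about 49% in these data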;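 also: 0% = DMSO plus EC80 beta-PEA response and 100% = DMSO alone without agonist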
# Target sequence (Q96RJ0 whole entry, looked up): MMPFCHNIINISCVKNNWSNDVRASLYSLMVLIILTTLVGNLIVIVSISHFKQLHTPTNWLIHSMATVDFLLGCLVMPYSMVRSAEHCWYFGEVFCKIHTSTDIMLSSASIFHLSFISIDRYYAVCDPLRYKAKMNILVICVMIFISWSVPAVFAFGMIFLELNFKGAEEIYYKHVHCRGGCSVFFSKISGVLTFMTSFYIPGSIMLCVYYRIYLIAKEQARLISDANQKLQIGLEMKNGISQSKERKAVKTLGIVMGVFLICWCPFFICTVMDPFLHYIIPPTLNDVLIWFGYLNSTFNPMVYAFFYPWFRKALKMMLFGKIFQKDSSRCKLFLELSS
#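 Assay system: RD-HGA16 CHO cells with stable hTAAR1 and Gα16 / Reagent: EC80 β-phenethylamine stimulus / Doses: 3 µM, single point / Timing: dye loading 75 min at 37 °C, then 30 min room temperature / Measured by: Fluo-8 intracellular calcium dye fluorescence, real-time kinetic reads / Controls: vehicle wells and EC80 agonist wells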
# CHO parental Ca: ATP-evoked calcium signal inhibitors, parental CHO, primary screen, counter-screen for OX1R antagonist project, cell-based, fluorescence, Fluo-8 calcium dye; parental CHO-K1, ATP-induced calcium, Fluo-8 fluorescence; inhibition, % at 5.6 µM; hit rate 0.63% among 330,000; AID 463079, 2010;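 active = inhibition above that plate's mean sample inhibition plus 3 SD, cut at about 26% in these data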;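 also: 0% = ATP-challenged DMSO wells and 100% = DMSO wells without ATP; some compounds past the cut are filed as inactive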
#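 Test system: parental CHO cells; detection: calcium-sensitive Fluo-8 fluorescence; evaluation: percent inhibition of calcium signal; also added: ATP as calcium-mobilizing challenge; repeats: one well per compound; control set: ATP-challenged DMSO wells low, unchallenged DMSO wells high; compound: single nominal dose of 5.6 µM per compound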
# OXTR agonist: human OXTR agonists, primary screen, fluorescence, CHO-OTR cells, Fluo-8 calcium; Oxytocin receptor (Homo sapiens), P30559; Fluo-8 calcium fluorescence; normalized: DMSO 0%, oxytocin 100%; activation, % at 3 µM; hit rate 0.32% among 320,000; AID 2435, 2010;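 active = activation above the mean of all tested compounds plus 3 SD, cutoff set per screening run, cut at about 20% in these data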;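 also: peak over basal fluorescence ratio from a 100 s FLIPR kinetic read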
# V1R ag counter: agonists of human V1a receptor, primary screen, counter-screen for OXTR agonist project, fluorescence, CHO-V1R cells. Fluo-8 calcium fluorescence, agonist mode; 0% DMSO, 100% 3 nM vasopressin. activation, % at 3 µM. hit rate 0.25% among 320,000. AID 2797, 2010;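 active = activation above the mean activation of all tested compounds plus 3 SD, per screening run, cut at about 20% in these data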;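 also: signal is peak over basal fluorescence ratio across a 100 second FLIPR read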
# Target sequence (P37288 whole entry, looked up): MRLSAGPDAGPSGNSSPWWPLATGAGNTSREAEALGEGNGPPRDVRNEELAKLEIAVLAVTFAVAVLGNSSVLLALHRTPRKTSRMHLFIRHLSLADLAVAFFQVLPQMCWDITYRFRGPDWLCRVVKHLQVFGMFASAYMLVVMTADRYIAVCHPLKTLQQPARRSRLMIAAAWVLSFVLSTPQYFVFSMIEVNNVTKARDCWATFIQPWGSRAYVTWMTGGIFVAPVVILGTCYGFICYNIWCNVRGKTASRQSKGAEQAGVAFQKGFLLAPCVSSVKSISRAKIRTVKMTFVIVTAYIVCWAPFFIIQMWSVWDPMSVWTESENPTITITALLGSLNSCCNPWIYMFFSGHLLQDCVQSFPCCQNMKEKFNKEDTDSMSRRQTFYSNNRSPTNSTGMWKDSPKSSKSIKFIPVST
# M1 PAM parental: nonselective calcium activators in parental CHO-K1 cells, primary screen, counter-screen for M1 PAM project, cell-based, Fluo-8 calcium fluorescence, full deck, 1536-well. ATP EC20; 0% at ATP EC20, 100% at ATP max. activation, % at 3 µM. hit rate 0.02% among 360,000. AID 602247, 2012;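 active = activation above the run cutoff, the mean activation of all test compounds plus 3 SD, cut at about 40% in these data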;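 also: peak over basal fluorescence ratio in a 140 s read after ATP addition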
# An asterisk follows results filed as active; x = not tested or not shown.
SMILES,OXTR potentiator,M1 ag parental,GPR7 antagonist,CHO-K1 Ca antag,TAAR1 antagonist,CHO parental Ca,OXTR agonist,V1R ag counter,M1 PAM parental
Cc1cc(C)cc(-n2nnnc2SCC(=O)Nc2cccc(NC(=O)c3ccco3)c2)c1,-16,1.0,-13,-10,28,-18,-1.7,0.3,14
N#Cc1c(Cl)nc(SCc2ccccc2)nc1-c1ccccc1,-2,x,-4,x,x,-11,-1.8,0.1,x
CC1CCCN(C(=O)c2ccc(NS(=O)(=O)c3ccc4[nH]c(=O)[nH]c4c3)cc2)C1 (stereo unspecified),-6,0.2,x,3,0,-11,0.8,0.8,-20
CCn1c(=O)c(=O)n(CC)c2cc(S(=O)(=O)Nc3cccc(OC)c3)ccc21,-3,0.4,-24,-16,4,-2,0.2,-0.5,30
CCNC(=O)CC1C(=O)N(c2ccc(F)cc2)C(=O)N1Cc1cccs1 (stereo unspecified),4,0.4,0,-7,-15,-9,0.7,-0.2,-2
O=C(Nc1ccc2c(c1)OCO2)C(c1ccc(Cl)cc1)N1CCN(C(=O)c2ccco2)CC1 (stereo unspecified),-6,1.2,9,-14,13,-15,0.9,0.8,22
COc1ccc2c(c1)C(C)CC(C)(C)N2C(=O)CSc1nc2ccccc2s1 (stereo unspecified),-13,0.5,22*,-11,15,-20,-1.3,0.5,17
CNC(=O)C(=O)NCCCN1CCOCC1,-6,-0.2,-16,-8,2,-6,0.4,-0.3,25
Cc1cc(/C=N/NC(=O)c2ccncc2)c(C)n1-c1cccc(C(F)(F)F)c1,-6,1.5,-6,-3,-13,-15,1.4,2.7,12
CCOC(=O)c1c(C)oc2c1c(C=NCCC(=O)O)c(O)c1ccccc12,-1,1.2,-8,6,6,-16,1.3,1.4,8
CCS(=O)(=O)c1nc(S(=O)(=O)c2ccc(C)cc2)c(N2CCCCCC2)s1,x,0.4,x,2,0,x,x,x,-2
CCN(CC)C(=O)Oc1ccc(Br)c2ccccc12,-2,0.0,-2,4,-13,-10,-2.0,-1.9,-9
COc1ccc(NC(=O)c2ccc3c(c2)NC(=O)CS3)cc1,-6,0.2,x,4,-15,-9,1.5,0.4,-5
CCn1c(SCC(=O)Nc2ccccc2)nnc1-c1ccc(S(=O)(=O)N2CCOCC2)cc1,-7,0.9,-8,1,-14,-15,-0.8,1.8,6
CC(C)(C)OC(=O)NCCOC(=O)c1[nH]cnc1C(=O)NCc1ccccc1,1,1.5,x,-5,1,-18,0.9,0.4,-2
O=c1nc(SCc2ccc(Cl)cc2)nc(-c2ccccc2)[nH]1,-6,0.0,-1,-4,-11,0,-1.6,-0.4,11
CCOC(=O)C1(Cc2cccc(Cl)c2)CCCN(C(=O)c2occc2C)C1 (stereo unspecified),1,2.9,8,-24,-2,-17,-2.7,-1.4,17
O=c1[nH]c2ccc(F)cc2[nH]c1=O,3,-0.3,-12,12,-1,-2,1.4,0.0,6
CCc1nc2ccc(C(=O)NCCCN3CCCC3=O)cn2c1N(C)C(=O)Nc1ccccc1OC,x,0.9,x,-12,-8,x,x,x,6
O=c1[nH]c(-c2ccccc2)c(-c2ccccc2)nc1[N+](=O)[O-],-17,-0.4,13,8,-9,1,-1.5,-0.4,-2
COc1ccc(C2C3=C(Nc4ncnn42)c2ccccc2CCC3)cc1 (stereo unspecified),-2,-0.2,-9,0,-1,-7,-0.1,0.8,-5
CC1CC(C)CN(c2ccc(C(=O)OCC(=O)NC3CCCc4ccccc43)cc2[N+](=O)[O-])C1 (stereo unspecified),-16,0.4,0,-9,-13,-14,-1.0,-0.3,9
COCC(=O)Nc1nc2n(n1)C(c1ccc(Cl)cc1)CC(c1ccc(OC)cc1)N2 (stereo unspecified),-4,1.1,-5,-8,-3,-20,1.1,1.6,16
CCOc1ccccc1Oc1cn[nH]c1-c1ccc(OCC(=O)NN)cc1O,-11,2.0,-4,-1,9,24,0.8,5.9,-14
CCNC(=S)N/N=C/c1c(C)nn(-c2cccc(Cl)c2)c1Cl,-4,-0.4,-9,5,25,-12,-1.8,0.3,7
N#CC1=C2SCC(O)(c3ccccc3)N2C(=O)CC1c1ccccc1 (stereo unspecified),-22,2.9,17*,4,25,-20,11,8.8,0
Cc1ccc(N(CC(=O)NCc2ccccc2Cl)S(=O)(=O)c2cccs2)cc1,-7,-0.2,5,-2,3,-20,-1.1,0.3,0
COc1cc(C2CC(=O)c3cnc(N4CCN(Cc5ccccc5)CC4)nc3C2)cc(OC)c1OC (stereo unspecified),-6,0.3,-4,7,-14,-25,-1.4,4.4,-6
Oc1ccc[n+](CC(O)c2ccccc2)c1 (stereo unspecified),-5,-0.4,x,5,6,-2,1.5,0.2,-24
Cn1c(=O)c2c(nc(SCC(=O)N3CCc4ccccc4C3)n2C)n(C)c1=O,2,0.5,-7,8,-6,-14,-0.3,-0.1,-11
Cc1cccc(OCC(O)Cn2c(NCc3cccnc3)nc3c2c(=O)[nH]c(=O)n3C)c1 (stereo unspecified),-12,0.3,-3,-13,-26,-13,-0.8,-0.5,7
OC1CCCC1,2,1.7,x,-23,-3,-3,1.3,0.9,5
Cc1ccc2ccc(C3C(=O)c4ccccc4C3=O)nc2c1,-6,0.0,-9,4,-11,5,0.1,0.8,2
Cc1cc(C(=O)CSc2nc3ccccc3n2CCC#N)c(C)n1Cc1cccs1,-4,2.2,-5,-3,25,-11,-1.0,-1.0,13
Cc1sc2nc(SCC(=O)NCc3ccco3)[nH]c(=O)c2c1C,4,-0.4,-7,-5,-24,-1,-0.7,-0.7,14
CN1C/C(=C/c2ccccc2[N+](=O)[O-])C(=O)/C(=C\c2ccccc2[N+](=O)[O-])C1,x,-0.3,x,-14,1,x,x,x,17
Cc1c(O[C@@H]2O[C@H](CO)[C@@H](O)[C@H](O)[C@H]2O)c(CO)c(O[C@@H]2O[C@H](CO)[C@@H](O)[C@H](O)[C@H]2O)c2c1O[C@@H](c1ccccc1)C[C@@H]2O,0,0.7,x,-9,-10,20,1.9,0.3,17
CC(C)(C)OC(=O)C[C@@H]1C/C=C\C[C@H](CC(=O)N(CCO)Cc2ccccc2)C(=O)N[C@H](C(C)(C)C)COC1=O,-8,1.5,x,-18,6,-11,-2.6,-1.0,12
CCCN(CCC)C(=O)CP(=O)(c1ccccc1)c1ccccc1,-1,0.2,-7,2,2,-19,0.6,0.3,-2
CN(C)C(C(=O)Nc1cc(Cl)cc(Cl)c1)c1ccccc1 (stereo unspecified),3,0.3,12,-10,-29,-21,-1.4,-1.0,4
COc1ccc(CN2CCN(C(=O)c3ccc(S(=O)(=O)NCc4ccco4)cc3)CC2)cc1,x,4.8,x,-5,-15,x,x,x,10
CCOc1ccc(C(=O)N(CC)CC(=O)Nc2ccc3c(c2)OCCO3)cc1OCC,4,0.8,x,-16,9,-12,0.7,-0.4,10
COc1cc(C(=O)N/N=C(\C)c2ccccn2)cc(OC)c1OC,3,0.9,5,-3,-2,-12,0.5,-0.2,3
COc1cc(C=C2C(=O)c3ccccc3C2=O)ccc1O,-10,0.6,-20,-11,-43,-2,-2.3,0.1,10
CC(C)(C)OC(=O)N[C@@H](COCc1ccccc1)C(=O)N[C@@H](CO)[C@H](O)[C@@H]1C[C@@H]1C(=O)N1CCCC1,-1,-0.7,-2,9,3,-6,0.5,1.9,-16
CCOC(=O)c1sc(NC(=O)c2sccc2C)cc1C,-13,0.1,-8,-6,-12,-5,-2.4,-0.6,8
COc1cccc(COCC(O)CN2CCC(C(N)=O)CC2)c1 (stereo unspecified),0,-0.4,-3,3,-14,-21,1.4,-0.4,16
COc1ccccc1N1C(=O)CSC1=NC(=O)c1ccccc1,-3,0.9,-8,-10,-8,-13,-2.7,-0.5,19
CCOC(=O)C1=C(C)NC(C)=C(C(=O)OCC)C1/C=C/c1ccccc1OC,-6,-0.4,-11,-2,8,-18,-2.2,0.9,-1
Cc1nc2cccc(C(=O)Oc3ccc([N+](=O)[O-])cc3)c2o1,-18,2.7,12,-13,-19,-1,1.0,0.6,19
CCN1CCN(Cc2coc3ccc(C)cc3c2=O)CC1,-7,0.4,-7,-18,-9,-17,0.8,-0.2,8
Cc1ccc(N(C(=O)CNC(=O)c2cccs2)C(C(=O)NC2CCCC2)c2ccncc2)cc1 (stereo unspecified),-8,-0.4,-4,-16,-11,-20,0.3,1.0,-14
CCc1nnc(NC(=O)Cc2ccc(OC)c(OC)c2)s1,-3,1.4,-6,-15,-2,-1,0.1,0.8,20

# Some entries already given with just GPR7 antagonist, CHO-K1 Ca antag and OXTR potentiator:
compound,GPR7 antagonist,CHO-K1 Ca antag,OXTR potentiator
CCN1CCN(Cc2coc3ccc(C)cc3c2=O)CC1,-7,-18,-7
Cc1ccc(N(C(=O)CNC(=O)c2cccs2)C(C(=O)NC2CCCC2)c2ccncc2)cc1 (stereo unspecified),-4,-16,-8

# An excerpt of these results, with bars between the fields:
smiles | OXTR potentiator | M1 ag parental | GPR7 antagonist | CHO-K1 Ca antag | TAAR1 antagonist | CHO parental Ca | OXTR agonist | V1R ag counter | M1 PAM parental
CCOc1ccc(C(=O)N(CC)CC(=O)Nc2ccc3c(c2)OCCO3)cc1OCC | 4 | 0.8 | x | -16 | 9 | -12 | 0.7 | -0.4 | 10
COc1cc(C(=O)N/N=C(\C)c2ccccn2)cc(OC)c1OC | 3 | 0.9 | 5 | -3 | -2 | -12 | 0.5 | -0.2 | 3
COc1cc(C=C2C(=O)c3ccccc3C2=O)ccc1O | -10 | 0.6 | -20 | -11 | -43 | -2 | -2.3 | 0.1 | 10
CC(C)(C)OC(=O)N[C@@H](COCc1ccccc1)C(=O)N[C@@H](CO)[C@H](O)[C@@H]1C[C@@H]1C(=O)N1CCCC1 | -1 | -0.7 | -2 | 9 | 3 | -6 | 0.5 | 1.9 | -16
CCOC(=O)c1sc(NC(=O)c2sccc2C)cc1C | -13 | 0.1 | -8 | -6 | -12 | -5 | -2.4 | -0.6 | 8
COc1cccc(COCC(O)CN2CCC(C(N)=O)CC2)c1 (stereo unspecified) | 0 | -0.4 | -3 | 3 | -14 | -21 | 1.4 | -0.4 | 16
COc1ccccc1N1C(=O)CSC1=NC(=O)c1ccccc1 | -3 | 0.9 | -8 | -10 | -8 | -13 | -2.7 | -0.5 | 19
CCOC(=O)C1=C(C)NC(C)=C(C(=O)OCC)C1/C=C/c1ccccc1OC | -6 | -0.4 | -11 | -2 | 8 | -18 | -2.2 | 0.9 | -1
Cc1nc2cccc(C(=O)Oc3ccc([N+](=O)[O-])cc3)c2o1 | -18 | 2.7 | 12 | -13 | -19 | -1 | 1.0 | 0.6 | 19

# Source: PubChem (The Scripps Research Institute Molecular Screening Center)
